# Screening data from PubChem BioAssay.
# yeast sgs1 mgt1: NCI yeast anticancer drug screen, S. cerevisiae sgs1 mgt1 strain | % growth inhibition at 50 µM | actives 10% (n = 78,000) | AID 161;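 also: 0% = growth of vehicle-only cultures of the same strain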
#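 Genetically altered yeast, compound exposure, growth inhibition relative to vehicle.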
# yeast mlh1 rad18: NCI yeast anticancer drug screen, S. cerevisiae mlh1 rad18 strain; growth inhibition, % at 50 µM; actives 11% (n = 79,000); AID 175;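 also: 0% = growth of vehicle-only cultures of the same strain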
#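 Steps: expose repair-defective yeast to compound; measure growth; express inhibition against vehicle-treated controls.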
# cln2 rad14: NCI yeast anticancer drug screen, S. cerevisiae cln2 rad14 strain. AID 165. growth inhibition, % at 50 µM. actives 8.3% (n = 78,000);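 also: 0% = growth of vehicle-only cultures of the same strain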
#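 Yeast strain cln2 rad14, bearing defects in cell cycle control and DNA repair, serves as the test system; values reflect growth inhibition compared with vehicle.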
# yeast mec2-1: NCI yeast anticancer drug screen, S. cerevisiae mec2-1 strain. growth inhibition, % at 50 µM. actives 9% (n = 79,000). AID 157;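 also: 0% = growth of vehicle-only cultures of the same strain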
#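 Using mec2-1 yeast: add compound, measure growth, express inhibition versus vehicle-treated cultures.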
# yeast rad50: NCI yeast anticancer drug screen, S. cerevisiae rad50 strain. % growth inhibition at 50 µM. actives 10% (n = 79,000). AID 155;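 also: 0% = growth of vehicle-only cultures of the same strain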
#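 Vehicle-treated cultures provide the reference for the growth inhibition reported for compound-exposed, repair-deficient yeast.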
# yeast bub3: NCI yeast anticancer drug screen, S. cerevisiae bub3 mutant strain; growth inhibition, % at 50 µM; actives 9.9% (n = 78,000); AID 167;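 also: 0% = growth of vehicle-only cultures of the same strain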
#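 Readout: yeast growth inhibition, expressed relative to vehicle-only wells. The test organism is a mutant strain from a panel with lesions in DNA repair or checkpoint genes.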
# * marks the source's active call; other numbers are inactive results; nt = no result given. Rule as the data show it: active = growth inhibition above about 70%; inactive = the rest.
mol	yeast sgs1 mgt1	yeast mlh1 rad18	cln2 rad14	yeast mec2-1	yeast rad50	yeast bub3
C=C1CC[C@H]2C(C)=CC[C@@H]3[C@H](OC(=O)[C@H]3COC)[C@@H]12	-12	-11	5	-39	4	-19
O=C(c1ccc(CSc2ccc(Cl)cc2)o1)N1CCOCC1	46	27	24	12	24	33
O=C(O)C(Cc1ccsc1)C(=O)O	-7	12	-17	1	-10	-6
OCC1OCOC1C1OCOC1CO (stereo not given)	4	-3	3	4	1	-3
CCOC(=O)N1C=Cc2c(c3ccccc3n2C)N1C(=O)OCC	2	-7	-6	1	4	6
O=S1(=O)OC(c2ccc(O)cc2)(c2ccc(O)cc2)c2ccccc21	3	19	9	-26	32	-12
COc1nc2c(c(=O)n1C)N=C(c1ccc(Cl)cc1)CC(c1ccccc1)N2 (stereo not given)	13	-33	0	-3	3	15
CSc1nc(SC)c2cnn(C3OC(CO)C(O)C3O)c2n1 (stereo not given)	21	33	3	-1	12	16
CC1(CC(=O)O)OC2CCCCCC2O1 (stereo not given) (tested in a mixture with another compound)	-8	32	-16	2	4	-11
Cc1cccc2c1nc1ccc(Cl)cc1[n+]2C	99*	98*	96*	99*	98*	98*
CC1=CC[C@](C)(O)[C@@]2(C)CC[C@H]3C(=C(C)C)C(=O)C[C@]3(C)C[C@H]12	20	18	33	1	9	10
CCN(CC)CCOC(=O)c1ccc(OC)c(OC)c1OC	-16	-21	-3	-20	-26	-23
Cn1c(=O)nc2n(-c3ccc(Cl)cc3)c3cc(Cl)ccc3nc-2c1=O	8	77*	17	24	21	-7
Clc1ccc(-c2nc3ccc(Cl)cc3[nH]2)cc1	-31	35	84*	87*	77*	88*
CN(C)CCCOC(=O)C1C[C@@H](O)CN1C(=O)c1ccc2c(c1)OCO2 (stereo not given in full)	-13	2	6	-8	-5	-6
CCOC(=O)CCCCCCCCC(=O)Nc1ccc(-n2c(=O)cc(C)n2C)cc1	24	19	4	-1	41	4
Cc1cc2nc3ccccc3n2c2ccccc12	67	66	53	56	41	69
C/C(=N\NC(=S)N1CCCCCC1)c1cccc2cccnc12	98*	86*	94*	84*	94*	87*
CCCC(O)C(C)C(C)O (stereo not given)	-17	-9	25	-16	-28	-2
Oc1c(Cl)cc(Cl)cc1C1N=NC2=C(CCCC2)N1O (stereo not given)	34	37	23	39	38	47
CC(=NCCCCN=C(C)c1cc(O)cc(Br)c1O)c1cc(O)cc(Br)c1O.[Co]	12	24	6	18	18	2
COc1cc2c(cc1C)n(O)c(C)c(C(=O)C/C(=N/NC(=O)C[N+](C)(C)C)C(=O)Nc1cccc(Cl)c1C)[n+]2=O	-24	-5	23	20	-6	2
N=C(N)c1ccc2oc(/C=C/c3ccc(-c4cc5cc(C(=N)N)ccc5o4)cc3)cc2c1	35	50	37	58	61	8
COC(=O)c1cc(NC(=O)Nc2ccc(Cl)cc2[N+](=O)[O-])cc(C(=O)OC)c1	-14	-11	-68	-13	-21	-2
CCNOCc1ccccc1	-11	-10	-18	-12	-4	0
N#C/C(C(=O)Nc1ccccc1)=C(/N)N1CCCC1	2	26	-6	-16	18	-14
O=C(c1ccc(Oc2ccccc2)cc1)C(C(c1ccccc1)N1CCCCC1)N1CCCCC1 (stereo not given)	4	-2	-11	-2	2	-9
CCCCCC(=O)NC1CCCCC1	8	16	-7	14	6	-31
C/C(=C\c1ccc(F)cc1)C(=O)O	0	14	11	-1	20	15
CS(=O)(=O)CC(=O)c1ccc(Br)cc1	14	10	-13	-4	-3	-5

# Fetched by structure from the entries so far:
mol	yeast sgs1 mgt1	yeast mlh1 rad18	cln2 rad14	yeast mec2-1	yeast rad50	yeast bub3
CCCCCC(=O)NC1CCCCC1	8	16	-7	14	6	-31
O=S1(=O)OC(c2ccc(O)cc2)(c2ccc(O)cc2)c2ccccc21	3	19	9	-26	32	-12
Cn1c(=O)nc2n(-c3ccc(Cl)cc3)c3cc(Cl)ccc3nc-2c1=O	8	77*	17	24	21	-7
Clc1ccc(-c2nc3ccc(Cl)cc3[nH]2)cc1	-31	35	84*	87*	77*	88*

# The results go on.
mol	yeast sgs1 mgt1	yeast mlh1 rad18	cln2 rad14	yeast mec2-1	yeast rad50	yeast bub3
CNc1ccc(Cl)cc1S(=O)(=O)c1ccccc1[N+](=O)[O-]	25	-7	23	16	3	6
CCOC(=O)/C(C)=C/CC1=C(O)c2ccccc2C(=O)C1=O	14	17	16	24	7	2
Cc1ccc(O)c(-c2cscn2)c1	56	86*	32	7	63	48
Cc1ncn(-c2ccccc2)c(=O)c1N=Cc1ccccc1	-32	-10	-9	-17	-14	-20
CC1(C)C2CCC1(CC(=O)O)C(Cl)C2 (stereo not given)	-21	-10	26	-38	10	-10
CO/C(=N\N=C\c1ccc(Cl)cc1Cl)c1ccncc1	-53	-55	-23	-40	-26	-28
Nc1ncnc2scnc12	-8	2	1	-1	14	-3
CC(=O)Nc1ccc(/C=C2\SC(=S)N(/C=C(/C#N)S(=O)(=O)c3ccc(C)cc3)C2=O)cc1	-2	-5	5	-7	5	-13
CCC(C)(O)C#CC#CC(C)(O)CC (stereo not given)	22	22	17	-22	17	-5
Cc1cc(C)n(C(=C(C(Cl)=C(Cl)Cl)[N+](=O)[O-])n2nc(C)cc2C)n1	0	13	-32	-1	-5	8
ON=C1c2ccccc2-c2ccccc21	41	72*	-69	-3	54	31
COc1cccc2c1C(c1cccc3ccccc13)OC2=O (stereo not given)	-10	-4	25	-18	15	-4
CCOC(=O)Cn1cnc2cc(C)c(C)cc21	nt	1	nt	-25	-1	nt
O=C(NC1CCCCC1)C(=S)NC1CCCCC1	-6	-3	-1	-3	-18	-3
CC1=C(C(=O)Nc2ccccc2)C(c2ccccc2F)C(C(=O)Nc2ccccc2)=C(C)N1	31	50	-19	44	48	12
CSc1nc(SC)c2ncn(C3CC(Oc4ccc(C)cc4)C(COc4ccc(C)cc4)O3)c2n1 (stereo not given)	17	-18	10	-6	16	8
O=C(N/N=C(/c1nc2ccc([N+](=O)[O-])cc2[nH]c1=O)C(O)c1ccc([N+](=O)[O-])cc1)c1ccncc1 (stereo not given)	27	22	15	19	19	15
CCN(CCO)CC(=O)c1cc(Cl)ccc1OC	16	19	-37	14	-4	7
CC(=O)Nc1ccc(Br)cc1	-18	0	-34	-6	1	-17
C=C1C(=O)OC2C1CC(OC(C)=O)/C(C)=C/CCC1(C)OC21 (stereo not given)	6	-68	-6	-35	-4	-28
CC(C)=CCn1cnc2c1c(=O)n(C)c(=O)n2C	-2	-1	5	-8	-14	14
CCN(CC)c1ccc2c(c1)Cc1ccccc1-2	9	-6	4	1	26	-19
CC(C(=O)c1ccccc1)C(c1ccccc1)N1CCOCC1 (stereo not given)	-16	-5	3	-8	2	6
Cn1cnc([N+](=O)[O-])c1Sc1nc2ncccc2[nH]1	-20	0	17	-7	-6	-9
CN(CCN(C)S(=O)(=O)c1ccccc1)S(=O)(=O)c1ccccc1	2	5	-2	9	5	7
CCc1cccc(C(C)C)c1NC(=O)/C(=N\NC(N)=O)C(C(=O)OC)c1cnc2ccccc2n1 (stereo not given)	1	21	11	30	20	26
COC(=O)C(CCc1ccc([N+](=O)[O-])cc1)(CCc1ccc([N+](=O)[O-])cc1)C(C)=O	5	29	-20	-10	6	20
COC(C(=O)O)c1ccccc1 (stereo not given)	75*	80*	-2	9	75*	47
C=C1C(=O)OC2CC(=C)C3CC=C(C)C3CC12 (stereo not given)	19	44	42	22	42	26
CC1(O)OC(COc2ccc(Cl)cc2)COC1O (stereo not given)	5	19	9	-9	1	-10
CC(=O)OC(C)C(=O)N(C)C (stereo not given)	-5	19	-15	-7	-3	-5
N/N=C(\c1nc2ccc(Cl)cc2[nH]c1=O)C(O)c1ccc(Cl)c(Cl)c1 (stereo not given)	-7	5	8	-12	-16	-14
O=S1(=O)C(c2ccccc2Cl)=C(O)C(O)=C1c1ccccc1Cl	5	11	6	-35	-1	-2
CN(C)/N=N/c1nc2c(c(=O)n(C)c(=O)n2C)n1C	-9	16	5	20	-2	-5
Cc1nc(Nc2ccc(Cl)cc2)sc1C(=O)NNC(=S)NN	92*	88*	92*	88*	92*	88*
CCOC(=O)/C(C#N)=C/c1ccc(OC)cc1	18	2	21	17	35	10
CN(C)C(=O)NC(=S)N(C)C	-10	5	-13	-10	-4	4
C=C(Cl)C(C)(Cl)CCC(Br)C(C)(C)Cl (stereo not given)	59	53	40	31	50	50
COc1ccccc1C(=O)N/N=C\c1c[nH]c2ccccc12	-5	-8	-6	2	-3	-5
CCCOCc1cn[nH]n1	8	-2	-9	5	-10	-9

# An excerpt of these results, with two lines to a compound:
# The line under a structure holds: yeast sgs1 mgt1, yeast mlh1 rad18, cln2 rad14, yeast mec2-1, yeast rad50, yeast bub3
> CN(C)/N=N/c1nc2c(c(=O)n(C)c(=O)n2C)n1C
 : -9, 16, 5, 20, -2, -5
> Cc1nc(Nc2ccc(Cl)cc2)sc1C(=O)NNC(=S)NN
 : 92*, 88*, 92*, 88*, 92*, 88*
> CCOC(=O)/C(C#N)=C/c1ccc(OC)cc1
 : 18, 2, 21, 17, 35, 10

# (cont.)
mol	yeast sgs1 mgt1	yeast mlh1 rad18	cln2 rad14	yeast mec2-1	yeast rad50	yeast bub3
C/C=C(\C(=C\C)c1ccc(OC(=O)c2ccccc2)c(C2CCCCC2)c1)c1ccc(O)c(C2CCCCC2)c1	45	46	30	34	49	3
CCOCCOC(=O)C1CCC(=O)N1CN(C(C)=O)c1cc(OC)ccc1OC (stereo not given)	-31	-40	6	-4	-18	0
CN(C)c1ccc(-c2c(C#N)c(S)n(NS(=O)(=O)c3ccccc3)c(=O)c2C#N)cc1	61	61	32	75*	35	58
ON=C1CCCCC1	-1	25	-28	7	38	-3
O=C1C(Cl)=C(Nc2ccccc2)C(=O)c2ccccc21	9	28	-34	23	42	30
CCC(C)OC(=O)Nc1ccccc1 (stereo not given)	-1	1	16	-62	-22	-28
Cc1ccc(/C=C2\NC(=S)NC2=O)cc1	-2	-41	-21	-19	0	-23
CCCCOC(=O)C(C)OP(=O)(OC(C)C(=O)OCCCC)OC(C)C(=O)OCCCC (stereo not given)	10	16	-26	-5	-19	0
CC1CCCC(C(O)(C(=O)O)C2CCCCC2)C1 (stereo not given)	22	27	13	13	23	13
Cc1cc2c(cc1C)[n+](=O)cc(C(=O)C/C(=N/NC(=S)NN)C(=O)Nc1cccc(C(F)(F)F)c1)n2[O-]	-9	-16	8	-14	-3	4
C=CCOC(=O)/C(C)=C\c1ccccc1	-2	-9	-10	6	7	-22
O=C(N/N=C/c1ccccc1)c1ccc([N+](=O)[O-])cc1	1	1	-1	7	9	15
O=C1CCC(N2C(=O)C3CCCCC3C2=O)C(=O)N1 (stereo not given)	19	-14	2	12	0	8
CC(=O)c1ccc(OC(=O)Nc2ccc(Cl)cc2)cc1	24	13	-2	10	5	30
CC1C=CCC2C(=O)OC(=O)C12 (stereo not given)	-5	16	-4	-2	10	-1
COC1=CC(=O)c2ccccc2C1(CCC=C(C)C)C1=NC(C)(C)CO1 (stereo not given)	8	-12	6	-12	-27	-9
O=C(NCc1ccccc1)C1C(=O)N(Cc2ccccc2)C(=O)/C1=N/O (stereo not given)	35	13	-22	17	-17	32
COc1cc(S(=O)(=O)O)ccc1N=N/C(=N\Nc1ccc(S(=O)(=O)O)cc1OC)C(N)=O	9	8	19	6	-42	-2
CSC(=S)NNC(C)c1nccc2ccccc12 (stereo not given)	99*	99*	98*	99*	98*	98*
O=C(c1ccccc1)N1CC=Cc2ccccc21	-8	-13	-18	-7	-5	-13
N[N+]#COC1C(C(=O)NN)C1C(=O)NN (stereo not given)	-18	-18	8	-10	-16	7
N#CC(C#N)=NNc1ccc(S(=O)(=O)c2ccc(NN=C(C#N)C#N)cc2)cc1	-1	-12	4	-17	-12	-15
CCCC1OCC(C)([N+](=O)[O-])CO1 (stereo not given)	23	4	15	21	27	-3
Cc1ccc(CN2CCCCC2)o1	0	8	1	3	17	2
O=C1NC(=O)C(=CN2C(=O)/C(=C/c3ccc(O)cc3)SC2=S)C(=O)N1	23	15	9	-6	-7	2
CCOC(=O)CC(C(=O)OCC)S(=O)(=O)O (stereo not given)	3	-5	1	8	-9	-1
O=C1NCOC1(c1ccccc1)c1ccccc1	-12	-15	-21	-9	-4	2
